HP1b chromo inh – HTS for Inhibitors of HP1-beta Chromodomain Interactions with Methylated Histone Tails. AlphaScreen HP1-beta / biotin-H3K9me3 peptide binding. Potency, µM (titrated, usually from 114 µM), for the others: at the top dose activity change, negative = inhibition, hits mostly inhibitors. 0.56% of 390,000 active. AID 540317, 2011; also: nearly all actives have a fitted effect of over 70% in size; inactives centre near 23
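Compound inhibition of the preformed complex between 50 nM HP1-beta and 50 nM biotinylated H3K9me3 peptide was read by AlphaScreen. Buffer was PBS pH 7.4 with 0.01% Tween-20. Incubations ran 30 min at room temperature, with 10 ug/mL donor/acceptor beads.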
BAZ2B block – qHTS Assay for Inhibitors of BAZ2B | Bromodomain adjacent to zinc finger domain protein 2B (Homo sapiens), Q9UIF8 | AlphaScreen BAZ2B-H3K14Ac peptide displacement | Potency, µM (titrated, usually from 114 µM), for inactives: at the top dose activity change, negative = inhibition, usual class: inhibitors | 4.4% of 360,000 active | AID 504333, 2011; also: % is scaled to controls: 0 for no effect and ±100 for the full control effect; nearly all actives have a fitted effect of over 60% in size
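Multi-concentration screen (max 110 uM) measuring displacement of acetylated histone H3 peptide from BAZ2B by AlphaScreen, using 50 nM protein, 50 nM peptide and 10 ug/mL streptavidin donor plus Ni-chelate acceptor beads.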
BLM helicase inh – qHTS Assay for Inhibitors of Bloom's syndrome helicase (BLM). RecQ-like DNA helicase BLM (Homo sapiens), P54132. recombinant BLM DNA unwinding, fluorescence dequenching. Potency, µM (series often up to 56.1 µM), for inactives: at the top dose activity change, negative = inhibition, most hits filed as inhibitors. 0.2% of 350,000 active. AID 2528, 2010;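 also: plate controls were vehicle for no effect and no enzyme for full effect; nearly all actives have a fitted effect of over 35% in size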
JMJD2A Tudor – qHTS Assay for Inhibitors of JMJD2A-Tudor Domain. AlphaScreen JMJD2A-Tudor / H3K4me3 peptide binding. Potency, µM (highest dose often 114 µM), for the others: at the top dose activity change, negative = inhibition, hits mostly inhibitors. 4.4% of 390,000 active. AID 504339, 2011; also: % is scaled to controls: 0 for no effect and ±100 for the full control effect; nearly all actives have a fitted effect of over 50% in size
G9a block – qHTS Assay for Inhibitors of Histone Lysine Methyltransferase G9a; 8.8% of 350,000 active; G9a H3K9 monomethylation, AlphaScreen, 2 h; Potency, µM (top dose mostly 102 µM), inactives show at the top dose activity, negative = inhibition, hits mostly inhibitors; AID 504332, 2011; also: % is scaled to controls: 0 for no effect and ±100 for the full control effect; nearly all actives have a fitted effect of over 75% in size
Target sequence (Q96KQ7 913-1193 limits assumed): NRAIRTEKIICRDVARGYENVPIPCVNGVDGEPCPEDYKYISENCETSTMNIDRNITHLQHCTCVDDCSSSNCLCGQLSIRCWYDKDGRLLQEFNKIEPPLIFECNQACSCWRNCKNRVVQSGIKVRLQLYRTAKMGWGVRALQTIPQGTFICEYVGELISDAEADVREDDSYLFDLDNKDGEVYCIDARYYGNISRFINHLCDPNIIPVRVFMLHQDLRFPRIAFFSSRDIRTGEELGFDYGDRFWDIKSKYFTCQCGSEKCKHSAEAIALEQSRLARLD
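G9a (20 nM) was preincubated 15 min with compound, then reacted 2 h at room temperature with 500 nM biotin-H3K9 peptide and 20 µM SAM. Monomethyl-H3K9 detected by AlphaScreen using anti-H3K9me1 antibody.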
Pin1 inhibitor – qHTS Assay to Find Inhibitors of Pin1. Potency, µM (titrated, usually from 115 µM), for inactives: at the highest dose activity, negative = inhibition, most hits filed as inhibitors. 0.009% of 390,000 active. Pin1 FP peptide displacement, HiFluor488, 10 min. Peptidyl-prolyl cis-trans isomerase NIMA-interacting 1 (Homo sapiens), Q13526; active = well fitted inhibition curve with a large enough effect in the polarisation, with a control signal flat, not every such curve was filed as active; inconclusive = small, poorly fitted or top-dose-only effect, or effect the other way, or a change in a side signal; inactive = no such curve, though single readings can be large or run the other way; the % refers to the polarisation; also: % is scaled to controls: 0 for no effect and ±100 for the full control effect
Target sequence (Q13526 whole entry, looked up): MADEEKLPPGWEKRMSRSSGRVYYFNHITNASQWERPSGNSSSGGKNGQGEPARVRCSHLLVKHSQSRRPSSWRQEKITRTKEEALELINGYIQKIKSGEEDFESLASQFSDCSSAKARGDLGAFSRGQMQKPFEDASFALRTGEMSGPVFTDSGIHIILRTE
Tb PGK inh – qHTS Assay to Find Inhibitors of Phosphoglycerate Kinase; Potency, µM (highest dose often 57.5 µM), for inactives: top-dose activity change, negative = inhibition, hits mostly inhibitors; Phosphoglycerate kinase, glycosomal (Trypanosoma brucei brucei), P07378; 0.043% of 380,000 active; PGK/GAPDH coupled, Kinase-Glo luminescence, 60 min; also: % is scaled to controls: 0 for no effect and ±100 for the full control effect; nearly all actives have a fitted effect of over 60% in size
Target sequence (P07378 whole entry, looked up): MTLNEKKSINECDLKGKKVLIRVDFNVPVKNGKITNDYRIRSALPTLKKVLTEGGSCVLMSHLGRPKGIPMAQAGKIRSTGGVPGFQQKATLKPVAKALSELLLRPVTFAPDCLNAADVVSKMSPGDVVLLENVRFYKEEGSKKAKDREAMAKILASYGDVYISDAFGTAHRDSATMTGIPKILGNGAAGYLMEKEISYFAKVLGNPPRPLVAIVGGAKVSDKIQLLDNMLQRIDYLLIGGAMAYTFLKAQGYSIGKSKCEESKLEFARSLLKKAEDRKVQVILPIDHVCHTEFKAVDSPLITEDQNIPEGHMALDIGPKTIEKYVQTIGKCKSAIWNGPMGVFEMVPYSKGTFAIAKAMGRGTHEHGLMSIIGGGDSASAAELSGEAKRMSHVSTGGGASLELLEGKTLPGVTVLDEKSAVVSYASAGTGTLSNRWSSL
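Luminescent ATP detection (Kinase-Glo Plus) follows a 60-minute room-temperature incubation, with wells lacking PGK as controls. Buffer: 100 mM TEA (pH 7.6), 5 mM MgCl2, 0.01% Tween-20. Coupling enzyme GAPDH (100 nM final) supplies unstable 1,3-BPG in-well.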
GLS inhibitor – qHTS for Inhibitors of Glutaminase (GLS). Glutaminase kidney isoform, mitochondrial (Homo sapiens), O94925. GLS enzymatic activity, qHTS titration. Potency, µM (top dose mostly 45.5 µM), without a hit: top-dose activity change, negative = inhibition, actives largely listed as inhibitors. 0.21% of 410,000 active. AID 624170, 2012; also: % is scaled to controls: 0 for no effect and ±100 for the full control effect
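Enzyme dispensed in phosphate buffer (45 mM, pH 8.2, 0.02% Tween-20), compounds pinned in, then 1 mM L-glutamine solution and the glutamate oxidase–HRP–Amplex Red mix added; fluorescence read immediately and again after 30 min at room temperature.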
Pol iota inh – qHTS for Inhibitors of Polymerase Iota. Pol iota fluorescent replication assay, 10 min. 1% of 390,000 active. Potency, µM (highest dose often 115 µM), without a hit: top-dose activity, negative = inhibition, actives largely listed as inhibitors. DNA polymerase iota (Homo sapiens), Q9UNA4
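Fluorescent replication assay read twice, at 0 min and 10 min after adding 50 nM (final) substrate. Enzyme (10 nM) and compounds were first incubated 15 min at room temperature; enzyme-free buffer wells were negative controls.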
Numbers without * were called inactive; i = inactive; ? = inconclusive; / = no result given; & = joins results of further samples; [ ] = another dose, or the depositor's remark. Unless noted, calls follow the shape of the dose curve; as a rule, active = well fitted curve in the direction sought with a large enough effect; inconclusive = small, poorly fitted or top-dose-only effect, or another doubt; inactive = no such curve, though single readings can be large; an effect the other way counts as inactive or inconclusive. Potency is read from the fitted curve at half-maximal effect.

nr	smiles	HP1b chromo inh	BAZ2B block	BLM helicase inh	JMJD2A Tudor	G9a block
1	CN1CCN(CCCNC(=O)c2cn(C3CCCCC3)c(=O)c3c2c2ccccc2n3C)CC1	11%	1%	-13%	-15%	?
2	CCOC(=O)C1CCN(C(=O)COC(=O)c2cc([N+](=O)[O-])ccc2N2CCOCC2)CC1	27%	-10%	/	-4%	-25%
3	COc1ccccc1CNC(=O)c1ccc(Br)o1	52%[activator]	-3%	1%[75.6 µM]	-19%	35µM*
4	O=C(Nc1ccc2c(c1)OCO2)NC1(C(F)(F)F)Oc2ccccc2O1	19%	-22%	-9%	-34%	6.3µM*
5	Cc1nn(-c2ccccc2)c(C)c1Cc1ccc(O)cc1	14%	3%	1%	-14%	12%
6	COc1cc(C(=O)Nc2ccc(NC(=O)c3ccc(C(C)(C)C)cc3)cc2)cc(OC)c1OC	20%	-1%	-7%	-8%	2%[59 µM]
7	COC(=O)CS(=O)(=O)c1ccc2c(c1)CC(=O)N2	21%	0%	-19%	-5%	12%[59 µM]
8	COC(=O)c1cc(Cn2nc(C(=O)O)c3ccccc3c2=O)oc1C	39%	-38%	0%	-6%	-3%
9	Cc1ccc(NC(=O)CSc2nnc(-c3ccncc3)n2N)cc1C	29%	8%	0%	-20%	?
10	Cc1ccc(S(=O)(=O)n2nc(-c3ccc(Cl)cc3)nc2NCc2ccccc2)cc1	44%[activator]	4%	-10%	3%	23%[59 µM]
11	O=C(CN1CCCCCCC1)N/N=C/c1ccccc1F	-3%	56µM*	-4%	71µM*	13µM*
12	COC(=O)C1=C(C)NC(=O)/C1=C\c1cccs1	4%	-5%	-2%	-25%	-20%

nr	Pin1 inhibitor	Tb PGK inh	GLS inhibitor	Pol iota inh
1	-2%	-2%	4%	17%
2	2%	-3%	1%	26%
3	-2%	-7%	2%	19%
4	-3%	-10%	/	34%[activator]
5	-9%	-9%	10%	15%
6	28%	4%	6%	6%
7	1%	i	8%	54%
8	1%	5%	4%	10%
9	-10%	-6%	-5%	12%
10	9%	0%	-18%	14%
11	-4%	-10%	19%	24%
12	-2%	i	8%	33%[activator]

Sorted by the number under BLM helicase inh (lowest first): 4 of the compounds above
nr	smiles	HP1b chromo inh	BAZ2B block	BLM helicase inh	JMJD2A Tudor	G9a block
7	COC(=O)CS(=O)(=O)c1ccc2c(c1)CC(=O)N2	21%	0%	-19%	-5%	12%[59 µM]
1	CN1CCN(CCCNC(=O)c2cn(C3CCCCC3)c(=O)c3c2c2ccccc2n3C)CC1	11%	1%	-13%	-15%	?
11	O=C(CN1CCCCCCC1)N/N=C/c1ccccc1F	-3%	56µM*	-4%	71µM*	13µM*
8	COC(=O)c1cc(Cn2nc(C(=O)O)c3ccccc3c2=O)oc1C	39%	-38%	0%	-6%	-3%

nr	Pin1 inhibitor	Tb PGK inh	GLS inhibitor	Pol iota inh
7	1%	i	8%	54%
1	-2%	-2%	4%	17%
11	-4%	-10%	19%	24%
8	1%	5%	4%	10%

Later entries.
nr	smiles	HP1b chromo inh	BAZ2B block	BLM helicase inh	JMJD2A Tudor	G9a block
13	Cc1ccc(N2C(SCC(=O)O)=NC(=Nc3cccc(C)c3)C23CCCC3)cc1	14µM*	20µM*	0%	10µM*	-46%
14	CC(C)OC(=O)Cn1nnc2c(cnn2-c2ccccc2)c1=O	41%[activator]	11%	5%	5%	-2%[59 µM]
15	O=C(NCCc1ccccc1)C1CCN(S(=O)(=O)N2CCCC2)CC1	13%	-8%	1%	-7%	1%[59 µM]
16	COc1ccc(-c2oc(=O)c3cc(OC)c(OC)cc3c2/C=C/c2cccc([N+](=O)[O-])c2)cc1	14%	-2%	/	-17%	-18%[0.501 µM]
17	COc1ccc(C(=O)NC2CCCc3c2cnn3-c2cccc(C)c2C)o1 (configuration not stated)	-1%[57 µM]	-25%	-2%	-31%	?
18	CCN(CC)CCCN(C(=O)c1ccccc1F)c1nc(-c2ccc(OC)cc2)cs1	18%	?	-8%	?	/
19	COc1ccccc1/C=C/C(=O)NCC(=O)N/N=C/c1ccccc1[N+](=O)[O-]	-7%	-27%	-5%	-36%	0%[59 µM]
20	COc1cc([N+](=O)[O-])c2nc(C=NNC(N)=S)ccc2c1	14%	/	/	-10%	/
21	CSc1ccccc1OCc1cc(C(=O)N(C)Cc2cc(C)[nH]n2)no1	17%	?	-3%	-14%	/
22	O=C(CSc1nc(=O)n2ccccc2n1)Nc1ccc2c(c1)OCO2	28%	9%	/	3%	-1%
23	O=[N+]([O-])c1ccc(/C=N/n2cnc3ccccc32)s1	-1%	-34%	-1%	-32%	-15%[59 µM]
24	COc1ccc(C2Nc3ccccc3C(=O)N2Cc2ccco2)cc1 (configuration not stated)	13%[57 µM]	/	/	-17%[57.1 µM]	/

nr	Pin1 inhibitor	Tb PGK inh	GLS inhibitor	Pol iota inh
13	-8%	i	0%	57%[activator]
14	-15%	0%	14%	5%
15	?	-4%	1%	-1%
16	?	-1%	0%	3%
17	5%	-1%	-1%	10%
18	-2%	-5%	-10%	-13%
19	7%	-7%	0%	-8%
20	-3%	-9%	3%	40%[activator]
21	8%	5%	6%	38%[activator]
22	-3%	-9%	-11%	26%
23	?	-9%	2%	27%
24	-5%&9%	/	/	19%

More records follow:
nr	smiles	HP1b chromo inh	BAZ2B block	BLM helicase inh	JMJD2A Tudor	G9a block
25	CCOc1cc2sc(N3CCC(C(=O)NCCCN4CCCC4=O)CC3)nc2cc1Br	5%[57 µM]	-15%	-2%	-12%	20%
26	C/C(=N\NC(=O)CSc1nc(C)[nH]c1[N+](=O)[O-])c1ccc(F)cc1	28%	-11%	6%	-3%	/
27	CCN1/C(=C/c2cc[n+](CCCS(=O)(=O)[O-])c3ccccc23)Sc2ccccc21	-8%	?	-12%	-5%	25µM*
28	CCOc1cccc(CN2CCCC(N3CCc4cc(OC)c(OC)cc4C3)C2)c1O (configuration not stated)	30%	?	2%	-21%	/
29	COc1ccccc1NC(=O)C1=C(C)Nc2ncnn2C1c1ccccc1C(=O)O (configuration not stated)	37%	-1%	-1%	3%	18%[59 µM]
30	CCOc1cc2c(cc1OCC)C(c1ccccc1)N(c1ccc(C(=O)O)cc1)C(=O)C2 (configuration not stated)	31%	-8%	-4%	-7%	?
31	COc1ccccc1OCCOc1ccccc1/C=N/n1cnnc1	13%	-4%	1%	-10%	3%[59 µM]
32	CCCCCCCCCCCCOC1OC(CO)C(O)C(O)C1NC(C)=O (configuration not stated)	38%	8%	4%	3%	-5%[59 µM]
33	CNc1snc(C)c1C(=O)OCC(=O)Nc1ccc(C)cc1F	34%	-1%	/	-11%	?
34	COc1cccc(-c2csc(N3CCN(C(=S)Nc4ccccc4)CC3)n2)c1	15%	-8%	-4%	-7%	12%[0.501 µM]
35	CCC(C)NC(=O)c1cnn(-c2ccc(Cl)cc2)c1C1CCN(C(=O)OC(C)(C)C)CC1 (configuration not stated)	32%	5%[57.1 µM]	-1%	-5%	-29%[59 µM]
36	CCOC(=O)c1cc(-c2ccccc2)n(CC(=O)NCc2ccccc2OC)c1C	22%	-1%	-3%	-13%	-1%[59 µM]

nr	Pin1 inhibitor	Tb PGK inh	GLS inhibitor	Pol iota inh
25	0%	-4%	9%	-3%
26	-3%	0%	-5%	24%
27	53%[activator]	-2%	-4%	?
28	3%	-10%	5%	13%
29	3%	i	28%	15%
30	-1%	0%	-1%	44%[activator]
31	-2%	-6%	2%	2%
32	1%	i	-7%	-5%
33	-2%	2%	-2%	10%
34	18%	-3%	-1%	-16%
35	-1%	1%	-2%	32%[activator]
36	10%	10%	-3%	28%

Other results follow:
nr	smiles	HP1b chromo inh	BAZ2B block	BLM helicase inh	JMJD2A Tudor	G9a block
37	N#Cc1cnc(SCC(=O)Nc2ccccc2C(F)(F)F)nc1N	9%	4%	0%	-1%	7%[59 µM]
38	CC(C)[C@H](NC(=O)C1CCN(S(=O)(=O)c2ccc(F)cc2)CC1)C(=O)NCc1ccco1	-6%	-4%	-1%	35µM*	/
39	O=C(c1cc2ccccc2cc1O)N1CCCC1	28%	1%	-3%	-10%	9%
40	COc1ccc(NC(=O)Nc2c(C)n(C)n(-c3ccccc3)c2=O)c(OC)c1	17%	-11%	-2%	-11%	19%
41	O=C(CNC(=O)c1cccs1)OCC(=O)c1ccc2ccccc2c1	12%	-21%	1%	-16%	2%[12.7 µM]
42	CC(/C=C/c1ccccc1)=N/NC(=O)c1cc([N+](=O)[O-])cc([N+](=O)[O-])c1	21%	-26%	-12%	-17%	19%[59 µM]
43	CC(=O)Oc1c(C)c(C)c2c(c1C)CCC(C)(CCCC(C)CCCC(C)CCCC(C)C)O2 (configuration not stated)	14%	24%	-2%&1%&2%	-10%	-27%[59 µM]
44	CC(=O)Nc1ccc(S(=O)(=O)/N=C2\SCCN2S(=O)(=O)c2ccc(NC(C)=O)cc2)cc1	23%	-1%	4%	-8%	13%[59 µM]

nr	Pin1 inhibitor	Tb PGK inh	GLS inhibitor	Pol iota inh
37	17%	4%	-6%	0%[58.9 µM]
38	-3%	-2%	28%	25%
39	1%	/	15%	-25%
40	-5%	-5%	0%	42%[activator]
41	-6%	i	5%	8%
42	8%	-4%	7%	15%
43	2%	8%	3%	15%
44	-9%	3%	2%	0%

Not all compounds are listed. The share of hits here may be higher or lower than overall.
